HEK293 tox = Cytotoxic Profiling in HEK 293 Cell Line of Diverse Libraries Using Quantitative High-Throughput Screening; HEK 293 viability, ATP luminescence (CellTiter-Glo), 48-72 h; Potency, µM (highest dose often 115 µM), for the others: at the top dose activity change, negative = cytotoxicity, actives largely listed as inhibitors; 6.6% of 94,000 active; note: potency is the fitted concentration of half-maximal effect; nearly all actives have a fitted effect of over 60% in size
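HEK 293 seeded at 250 cells/well receive compound via pintool. After 48 or 72 hr at 37 degree Celsius, 5% CO2 and 95% humidity, CellTiter-Glo is dispensed and luminescence read following 10 min at room temperature.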
3T3 cytotox = Cytotoxic Profiling in NIH 3T3 Cell Line of Diverse Libraries Using Quantitative High-Throughput Screening; NIH 3T3 viability, CellTiter-Glo ATP luminescence, 48-72 h; Potency, µM (series often up to 96.7 µM), for the others: at the highest dose activity change, negative = cytotoxicity, usual class: inhibitors; 4.3% of 94,000 active; note: potency is the fitted concentration of half-maximal effect; nearly all actives have a fitted effect of over 55% in size
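Luminescent ATP readout (CellTiter-Glo, 10 min RT) after 48 or 72 hr compound exposure of NIH 3T3 cells seeded at 400 cells/well in 1536-well format; quantitative HTS.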
SNCA viab count = GF-AFC viability counterscreen for inhibitors of alpha-synuclein gene (SNCA) expression; HEK-293-SNCA-luc viability, GF-AFC fluorescence, 24 h; Potency, µM (doses to about 57.1 µM), for inactives: at the top dose activity change, negative = cytotoxicity, usual class: cytotoxic; 0.12% of 150,000 active; AID 1671193, 2021;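 note: potency is the fitted concentration of half-maximal effect; 0% = DMSO-treated cells and -100% = medium-only wells without cells; nearly all actives have a fitted effect of over 30% in size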
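Cytotoxicity counterscreen: after 24 h compound treatment of genome-edited SNCA-luciferase HEK-293 cells, live-cell protease substrate GF-AFC read by fluorescence after 30 min; activity scaled between DMSO (0%) and medium-only (-100%), curves Hill-fitted.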
SNCA expr inhib = Primary qHTS assay for inhibitors of alpha-synuclein gene (SNCA) expression. HEK-293 SNCA-luciferase knock-in, luminescence, 24 h. Potency, µM (doses to about 57.2 µM), for inactives: at the highest dose activity change, negative = inhibition, actives largely listed as inhibitors. 0.17% of 140,000 active. AID 1671194, 2021;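 note: potency is the fitted concentration of half-maximal effect; plate controls were DMSO cells for no effect and cell-free wells for full effect; nearly all actives have a fitted effect of over 45% in size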
FLuc inh = Firefly luciferase inhibition profiling of diverse chemical library using quantitative high-throughput screening. Luciferin 4-monooxygenase (Photinus pyralis), P08659. purified P. pyralis luciferase, luminescence, biochemical. Potency, µM (series often up to 115 µM), without a hit: at the highest dose activity change, negative = inhibition, most hits filed as inhibitors. 2.5% of 76,000 active. AID 1347043, 2019; note: potency is the fitted concentration of half-maximal effect; nearly all actives have a fitted effect of over 65% in size
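Inhibitors were tested against purified firefly luciferase in a biochemical, low-substrate format (both substrates at 10uM) and luminescence measured with a CCD imager.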
IP6K1 inhibitor = Primary qHTS assay for small molecule inhibitors of Inositol hexaphosphate kinase 1 (IP6K1). 0.81% of 140,000 active. IP6K1 kinase, ADP-Glo luminescence, 2 h; stronger effect = lower value. AID 1645851, 2021. Inositol hexakisphosphate kinase 1 (Homo sapiens), Q92551. activity change, % (series mostly up to about 58 µM); in the data active = activity change below about -25%
Target sequence (Q92551 whole entry, looked up): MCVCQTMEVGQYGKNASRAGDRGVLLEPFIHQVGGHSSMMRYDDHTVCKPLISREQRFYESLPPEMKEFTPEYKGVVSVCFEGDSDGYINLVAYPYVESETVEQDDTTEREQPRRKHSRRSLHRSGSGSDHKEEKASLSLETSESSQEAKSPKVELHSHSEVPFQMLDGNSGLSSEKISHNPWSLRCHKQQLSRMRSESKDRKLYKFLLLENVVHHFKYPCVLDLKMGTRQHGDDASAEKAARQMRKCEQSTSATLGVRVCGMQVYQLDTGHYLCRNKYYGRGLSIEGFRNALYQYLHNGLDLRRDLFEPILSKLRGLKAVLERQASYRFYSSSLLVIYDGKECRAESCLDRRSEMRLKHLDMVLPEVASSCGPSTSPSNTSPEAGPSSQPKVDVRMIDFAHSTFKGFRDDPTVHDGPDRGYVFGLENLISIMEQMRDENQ
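ADP-Glo luminescence measures ADP made by human IP6K1 during a 2 h RT reaction with ATP/IP6 (mix at 1.3 mM/130 uM); top library doses 57.5 and 19.1 uM final.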
GPT2 inhibitor = Primary qHTS assay for inhibitors of Glutamate pyruvate transaminase 2 (GPT2) | Alanine aminotransferase 2 (Homo sapiens), Q8TD30 | Recombinant GPT2, coupled pyruvate oxidase/HRP Amplex Red fluorescence | Potency, µM (top dose mostly 57.7 µM), for inactives: at the highest dose activity change, negative = inhibition, actives largely listed as inhibitors | 0.25% of 100,000 active | AID 1671188, 2021; note: potency is the fitted concentration of half-maximal effect; nearly all actives have a fitted effect of over 60% in size; many of its hits are not listed in these tables
Target sequence (Q8TD30 whole entry, looked up): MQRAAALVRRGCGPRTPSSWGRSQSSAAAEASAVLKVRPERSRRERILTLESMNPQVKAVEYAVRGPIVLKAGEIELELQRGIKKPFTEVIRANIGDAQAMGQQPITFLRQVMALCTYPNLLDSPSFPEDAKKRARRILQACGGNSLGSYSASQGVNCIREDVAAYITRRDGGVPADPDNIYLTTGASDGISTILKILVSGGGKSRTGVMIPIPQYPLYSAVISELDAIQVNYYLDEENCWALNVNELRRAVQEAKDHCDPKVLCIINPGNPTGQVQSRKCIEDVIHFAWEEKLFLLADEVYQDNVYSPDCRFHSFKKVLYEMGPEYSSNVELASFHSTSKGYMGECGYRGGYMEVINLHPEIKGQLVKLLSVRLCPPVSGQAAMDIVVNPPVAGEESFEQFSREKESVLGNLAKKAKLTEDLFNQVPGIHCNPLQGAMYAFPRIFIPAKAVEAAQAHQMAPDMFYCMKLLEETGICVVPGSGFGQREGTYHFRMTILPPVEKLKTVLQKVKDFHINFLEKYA
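Inhibition is scored from Amplex Red fluorescence generated when pyruvate oxidase and HRP act on pyruvate released by GPT2. Reactions contain 10ng/uL enzyme, 250uM a-KG and 2mM L-alanine and run 30 min at room temperature.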
Active calls of the source: *; i = inactive; ? = inconclusive; · = no result given; [ ] = remark or other dose. Unless noted, calls come from the whole dose curve; as a rule, active = well fitted curve in the direction sought with a large enough effect; inconclusive = small, poorly fitted or top-dose-only effect, or another doubt; inactive = no such curve, though single readings can be large; an effect the other way counts as inactive or inconclusive. Unless noted, % is set by controls: 0 for no effect and ±100 for the full control effect.

SMILES	HEK293 tox	3T3 cytotox	SNCA viab count	SNCA expr inhib	FLuc inh	IP6K1 inhibitor	GPT2 inhibitor
COC1CCOC2(CCN(C(=O)NCc3ccc(C)cc3)CC2)C1 (configuration not stated)	-7%	i	2%[12.5 µM]	70%[activator]	-24%	5	-9%
CCOc1ccc(OCC(=O)NCCS(=O)(=O)N2CCN(c3cccc(Cl)c3)CC2)cc1	·	·	-1%	-21%	·	-5	·
COCCNC(=O)[C@@H]1C[C@@H](O)CN1C1CCN(C(=O)c2cccc(OC)c2)CC1	3%	i	-5%	4%	4%	5	i
Cc1noc(C)c1C(=O)N1Cc2ccccc2CC2(CCCCN2C)C1 (configuration not stated)	4%	-1%	1%	?	·	-13	?
O=C(NCc1nnc2ccccn12)[C@H]1CNC[C@H](C(=O)N2CCOCC2)C1	1%	-4%	5%	11%	7%	4	i
CC(=O)N1CCC(C(=O)N2CCC3(CC2)NC(=O)N(c2cccc(Cl)c2)N3)CC1	?	-35%	-2%	7%	-1%	-15	-24%
COCCn1c(C)cc(O)c(C(c2cccc(F)c2)N2CCN(c3ccccc3)CC2)c1=O (configuration not stated)	·	·	-4%	-5%	·	-1	·
O=C(CN1C(=O)NC2(CCOCC2)C1=O)Nc1cc(F)ccc1F	-13%	-1%	-8%	73%[activator]	-26%	32	3%
CC1=C(C(N)=O)C(c2ccc(C)cc2)n2nc(SCc3ccccc3F)nc2N1 (configuration not stated)	·	·	-1%	-5%	·	14	·
CCC(C)NC(=O)CC1Sc2ncccc2N(CC(C)C)C1=O (configuration not stated)	?	i	2%	3%	7%	-9	-8%
CC(C)(C)OC(=O)N1CCC(c2c(C(=O)N3CCCCC3)cnn2-c2ccccc2Cl)CC1	·	·	-7%	-20%	·	6	·
CCOC(=O)C1CCN(C(=O)c2ccc3oc(-c4ccncc4Cl)nc3c2)CC1	?	?	-15%[12.5 µM]	16%[87.6 µM]	·	18	i
Cc1cc(F)ccc1NC(=O)C1CCCN(C(=O)c2cnn(-c3ccccc3)c2-n2cccc2)C1 (configuration not stated)	·	·	-9%	-24%	·	-5	·
NC1(C(=O)N2CCCC(N3CCN(c4cccc(Cl)c4)CC3)C2)CC1 (configuration not stated)	-13%	-14%	3%	33%[activator]	-7%	9	-1%
Cn1c(=O)oc2cc(S(=O)(=O)Nc3ccccc3O)ccc21	·	·	-8%	?	·	0	·
Cc1ccccc1C(=O)N[C@@H]1CN(c2ncccn2)C[C@H]1CO	i	i	-1%	-8%	1%	1	5%
O=C1CCN(Cc2ccc3c(c2)CCO3)CCCCCCN1	?	-17%	-1%	21%	9%	-9	?
Cn1nccc1C(=O)N1CC(=O)N(C2CCCCC2)CC(OCc2ccccc2)C1 (configuration not stated)	14%	i	0%	-16%	-2%	2	2%
O=c1cc(-c2cccnc2)oc2c(-c3ccccc3O)nccc12	?	?	-10%[87.6 µM]	-3%[87.6 µM]	-4%[172 µM]	-33*	i
CC(C)C(=O)N[C@H]1C[C@@H](Cc2cc(COc3ccccc3)on2)C1(C)C	40µM*	63µM*	?	-6%[87.6 µM]	?	8	-7%[88.5 µM]
Cn1ncc2c(C(=O)NC3CCCCCC3)cc(-c3ccccc3F)nc21	-30%	-22%	·	·	·	5	·
CC1=C(C(=O)Nc2ccc(C)cc2C)C(c2ccc(O)cc2)n2nc(SCC(=O)c3ccc(C)cc3)nc2N1 (configuration not stated)	·	·	0%	8%	·	-9	·
O=C1N[C@H](CC(=O)N2CCN(c3ccc(F)cc3)CC2)C(=O)Nc2ccccc21	3%	1%	3%	-19%	8%	4	i
Cc1ccc(C)c(N2CCN(C(=O)C(CC(C)C)NS(=O)(=O)c3ccc4nc(C)sc4c3)CC2)c1 (configuration not stated)	·	·	11%	23%	·	-4	·
Cc1ccc(C(=O)N2CCN(c3ccccc3F)CC2)cc1NC(=O)c1nsc2ccccc12	·	·	3%	11%	·	-1	·
COc1cccc(-c2ccnc(-c3nnc(C)n3Cc3ccccc3)c2)c1	?	79µM*	-5%[87.6 µM]	33%[87.6 µM]	-16%[172 µM]	-6	-18%[88.5 µM]
CN(C)c1ccc(CN2CCC3(CC2)CC(=O)Nc2ccccc2O3)cc1	-18%	1%	-10%	-18%	·	-9	-7%
O=C([C@H]1C[C@H](Oc2ccccc2)CN1C(=O)c1ccc(F)cc1)N1CCOCC1	-22%	-10%	-12%	-11%	3%	6	i
COc1cc(O)ccc1CN1CCCC(COc2ccccc2C(=O)N2CCOCC2)C1 (configuration not stated)	7%	i	4%	-18%	5%	-12	i
O=c1n(Cc2ccc(Cl)cc2)nc2n1-c1ccccc1OC2	·	·	14%	5%	·	-2	·
COc1ccc(CC(=O)N2CCC3(CC2)CC(NC(C)=O)c2ccccc23)cc1 (configuration not stated)	-5%	-5%	-7%	-10%	·	7	-12%
O=C1c2c(-c3nc(-c4ccsc4)no3)nnn2CCN1Cc1ccc(F)cc1	?	-22%	0%[12.5 µM]	10%	-9%	35	4%
CC(=O)N(C1CC1)C1CCOC2(CCN(C(=O)c3ccc4nc[nH]c4c3)CC2)C1 (configuration not stated)	5%	-5%	-1%	-16%	0%	-17	-2%
COc1cc(F)ccc1-c1cc(C(=O)NCc2c(C)cc(C)[nH]c2=O)c2c(c1)N(C(C)C)CCO2	45µM*	40µM*	-16%	-30%	14%	-27*	?
O=C(CCc1nc2ccccc2s1)N1CCC(c2noc(-c3cnccn3)n2)C1 (configuration not stated)	-18%	-13%	5%	15%	-2%	-3	i
CCOC(=O)c1cc(OC(=O)c2ccc(Cl)cc2)n(-c2ccccc2)n1	·	·	-9%	-17%	·	2	·
CCCCCCCCCCCCCC[N+](C)(C)C	·	·	-40%[23.9 µM]	-54%[25.6 µM]	·	-8	i
COc1ccccc1Cn1c(=O)c(C(=O)NCc2ccccc2)nc2cccnc21	?	?	-6%	0%	·	-2	i
CCN(CC)C(=O)N1C[C@H](NC(=O)c2cn(C)c(=O)[nH]c2=O)[C@@H](C2CC2)C1	-28%	-1%	-5%	17%	-2%	8	3%
COc1ccc(OCC(O)CN2CCC(=O)N(CC3CC3)Cc3ccccc32)cc1 (configuration not stated)	?	?	·	·	·	-7	·
CCc1nnc2c(N3CCN(c4cccc(C(F)(F)F)c4)CC3)nc3ccccc3n12	·	·	-3%	-4%	·	-8	·
COc1cccc(S(=O)(=O)N2CCC(n3cnnc3C3CC3)CC2)c1	-22%	-20%	9%	?	10%	-4	i
c1ccc(OCc2cc(CC3(NCc4ccc5c(c4)OCO5)COC3)no2)cc1	?	?	-1%[87.6 µM]	-15%[87.6 µM]	11%[172 µM]	1	-3%[88.5 µM]
CC(C)(C(=O)NCC(F)(F)C(F)(F)F)C(=O)NC1C(=O)Nc2ccccc2-c2ccccc21 (configuration not stated)	·	·	-23%	·	·	10	?
CC(C)Oc1cccc(-c2cccc(COc3ccc4c(cnn4CC[S+](C)(=O)[O-])c3)c2)c1	28µM*	?	-10%	55%[activator]	6.3µM*	-5	-1%
COc1ccc(-c2nc3cc(C)ccc3cc2CN2CCC[C@@H]2C(N)=O)cc1OC	-37%	-33%	0%	1%	-8%	26	0%
COc1cccc(-c2cc(C(=O)N3CCc4c(c(-c5nncn5C)nn4C)C3)[nH]n2)c1	-21%	-3%	-9%	-22%	?	-2	2%
Cc1cc(C(F)(F)F)nn1CCNC(=O)C1COc2ccccc2C1 (configuration not stated)	?	-10%	10%	-19%	-5%	-8	-40%
O=C(c1cc2ccccc2[nH]1)N1CCc2c(n(Cc3cccnc3)n(-c3ccccc3)c2=O)C1	-2%	?	3%	?	-3%	8	i
COc1ccc(NC(=O)CN2C(=O)CSc3ccc(S(=O)(=O)N(C)C)cc32)cc1OC	·	·	6%	20%	·	3	·
CNC(=O)N1CCCC1c1nc(C2CN(C(=O)Cc3cccc(F)c3)C2)no1 (configuration not stated)	?	i	3%[12.5 µM]	-8%	-8%	13	-12%
Cc1ccc(OCC(O)Cn2c(=N)n(CCN3CCCCC3)c3ccccc32)cc1 (configuration not stated)	·	·	-2%	-7%	·	2	·
COc1ccc(NC(=O)C(C)N(c2ccccc2)S(C)(=O)=O)cc1 (configuration not stated)	·	·	7%	115%[activator]	·	-13	·
COc1cc(=O)n2c(c1C(=O)N1CCN(c3ccc(C)cc3C)CC1)CCCC2	?	-1%	0%	1%	-4%	18	i
COCCC(=O)N1CCC2(CC1)CC(N(Cc1ccccc1)C1CC1)CCO2 (configuration not stated)	-15%	-11%	3%	-11%	-7%	13	i
O=S1(=O)CCC(S(=O)(=O)N2CCOCC2)C1 (configuration not stated)	2%	i	2%	-16%	-2%	2	4%
CN(C)Cc1cc(CC2(NCc3ccc(C#N)cc3)COC2)no1	-13%[172 µM]	-23%[174 µM]	7%[87.6 µM]	2%[87.6 µM]	-14%[172 µM]	16	-2%[88.5 µM]
COc1cc(-c2ccnc(-c3nnc(C)n3C3CCCCC3)c2)ccn1	?	-29%[138 µM]	3%[87.6 µM]	-1%[87.6 µM]	-10%[172 µM]	-11	-5%[88.5 µM]
CC1(C)[C@H](Cc2cc(CCO)on2)C[C@@H]1NCc1ccncc1	?	?	2%[87.6 µM]	0%[87.6 µM]	15%[172 µM]	16	i
CN(C)c1cccc(C(=O)NCCC2CCN(C(=O)Nc3cc(F)cc(F)c3)CC2)c1	?	-25%	-1%	120%[activator]	?	-4	i
COc1ccc([C@H]2C[C@@H](O)[C@@H](O)[C@@H]2NC(=O)COc2ccccc2)cc1	-1%[172 µM]	-22%[174 µM]	1%[87.6 µM]	-14%[87.6 µM]	4%[172 µM]	1	0%[88.5 µM]

Taken from the entries so far (3 entries):
SMILES	HEK293 tox	3T3 cytotox	SNCA viab count	SNCA expr inhib	FLuc inh	IP6K1 inhibitor	GPT2 inhibitor
COC1CCOC2(CCN(C(=O)NCc3ccc(C)cc3)CC2)C1 (configuration not stated)	-7%	i	2%[12.5 µM]	70%[activator]	-24%	5	-9%
CCOc1ccc(OCC(=O)NCCS(=O)(=O)N2CCN(c3cccc(Cl)c3)CC2)cc1	·	·	-1%	-21%	·	-5	·
COCCNC(=O)[C@@H]1C[C@@H](O)CN1C1CCN(C(=O)c2cccc(OC)c2)CC1	3%	i	-5%	4%	4%	5	i

Bioassay records from PubChem BioAssay.
